Runt-CBFb FRET = Runt domain-CBFb interaction inhibition. Q01196+Q13951. Cerulean-Runt/Venus-CBFb FRET ratio 530/480, 1 h. inhibition, % at 20 µM. actives 0.46% (n = 220,000). AID 1496;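 active = inhibition over about 50% at 20 µM in the single-dose screen, limit read from the data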;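 also: 0% = DMSO wells and 100% = excess unlabeled CBFb competitor control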
Target sequence (Q01196 whole entry, looked up, the tested form may be a part): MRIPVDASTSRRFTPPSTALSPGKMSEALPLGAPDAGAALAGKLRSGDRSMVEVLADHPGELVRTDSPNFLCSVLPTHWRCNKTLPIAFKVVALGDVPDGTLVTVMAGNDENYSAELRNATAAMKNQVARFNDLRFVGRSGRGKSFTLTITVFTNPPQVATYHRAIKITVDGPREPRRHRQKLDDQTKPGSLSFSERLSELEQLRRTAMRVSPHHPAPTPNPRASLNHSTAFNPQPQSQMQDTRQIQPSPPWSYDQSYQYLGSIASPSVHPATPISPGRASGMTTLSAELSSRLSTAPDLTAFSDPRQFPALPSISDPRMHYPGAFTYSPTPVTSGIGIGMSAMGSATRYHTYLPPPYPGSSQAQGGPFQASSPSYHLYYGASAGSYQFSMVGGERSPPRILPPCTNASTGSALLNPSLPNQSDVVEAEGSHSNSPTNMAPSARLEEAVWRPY
Target sequence (Q13951 whole entry, looked up, the tested form may be a part): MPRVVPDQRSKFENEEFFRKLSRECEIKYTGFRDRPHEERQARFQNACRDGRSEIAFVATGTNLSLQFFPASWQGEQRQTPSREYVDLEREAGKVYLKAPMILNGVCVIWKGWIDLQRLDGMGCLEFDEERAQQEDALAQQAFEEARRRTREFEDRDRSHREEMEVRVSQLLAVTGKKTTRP
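Reagent – Venus-CBFb binding partner, 100 nM · Assay system – Cerulean-tagged RUNX1 Runt domain (FRET donor) fusion protein · Input – 100 nM per protein · Incubation – two 1 h room-temperature incubations shielded from light · Measured by – FRET fluorescence · Medium – Tris buffer pH 7.5 with salts and BSA · Benchmarks – unlabeled CBFb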
The depositor's hits bear a star. Some of the compounds tested, so the mix of outcomes need not match the whole.

SMILES	Runt-CBFb FRET
Cc1cccc(-n2ncc3c(Nc4ccc(F)cc4)ncnc32)c1	0
CC(C)Cn1c(=O)n(C)c(=O)c2[nH]cnc21	2
Nc1ccccc1CNc1nc(NCCO)nc2c1ncn2CCN1CCOCC1	2
O=C(NCc1cccc(C(F)(F)F)c1)C1CC(c2ccc(C(F)(F)F)cc2)=NO1 (centres undefined)	-1
Fc1ccc(Nc2nc(N3CCOCC3)c3ccccc3n2)cc1	0
COC(=O)c1cccc(NC(=O)C2COc3ccccc3O2)c1C (centres undefined)	-1
CN(C)c1ccc(C2C=C(c3ccc(Cl)cc3OC(F)F)Nc3ncnn32)cc1 (centres undefined)	-139
CCOc1cccc(-c2nnc3sc(-c4cc(OC)c(OC)cc4OC)nn23)c1	-2
CCCCCc1cc(=O)oc2c(C(CCN3CCCCC3)c3ccc4c(c3)OCO4)c(OC)cc(OC)c12 (centres undefined)	0
CCOc1ccc(OCC)c(S(=O)(=O)NCc2ccc3c(c2)OCO3)c1	2
CC(C)C[C@H](NC(=O)c1nc[nH]c1C(=O)N1CCC(C)CC1)C(=O)OCc1ccccc1	-3
CC(C)CCNC(=O)C1CC(c2ccccc2C(F)(F)F)=NO1 (centres undefined)	-1
Cn1c(CCN2CCCCC2)nc2cc(NC(=O)NC3CCCCC3)ccc21	-2
Cc1ccc(N(C(C)C(=O)O)S(=O)(=O)c2c(C)[nH]c(=O)[nH]c2=O)cc1 (centres undefined)	3
CCO[C@H]1OC(C(=O)NC2CC2)=C[C@@H](c2c[nH]c3ccccc23)[C@@H]1CCCO	0
C[C@H](NC(=O)OCc1ccccc1)c1nnc([C@H](Cc2ccccc2)NC(=O)OC(C)(C)C)o1	-4
NC(=O)CC(NC(=O)Cc1ccc(Cl)cc1)c1ccc(NC2CCCCC2)c([N+](=O)[O-])c1 (centres undefined)	-6
Cn1c(SCCSc2nnc(-c3ccccc3)n2C)nnc1-c1ccccc1	1
C[C@H]1C=C(C(=O)NC2CC2)O[C@@H](OCc2ccc(CO)cc2)C1	2
C=C1CCN([C@H](C(=O)OCc2cccc(C)c2)C(C)C)S(=O)(=O)c2ccccc21	-2
Cc1ccc(/C=C/C(=O)Nc2ccc(O)c3c(=O)cc(-c4ccccc4Cl)oc23)cc1	-1
Cc1ccc2nc(Nc3ncc4c(n3)CCCC4=O)nc(C)c2c1	-4
O=C(O)C1CSCN1S(=O)(=O)c1cccc2nsnc12 (centres undefined)	2
Cc1ccc(-c2cc([C@H]3[C@@H]4C=CCC[C@@]4(C)C(=O)N3Cc3ccccc3)ccc2F)cc1	-2
COC(=O)c1ccc(C23CC4(C2)[C@H](CN(Cc2ccc(C(F)(F)F)cc2)[C@@H]4c2ccccc2)C3c2ccc(C(F)(F)F)cc2)cc1 (some centres undefined)	-1
COc1ccc(C2/C=C\CN(Cc3ccncc3)CC(=O)N2Cc2ccc(F)cc2)cc1 (centres undefined)	0
c1ccc(N2OCC3Cn4c(nc5ccccc54)C32)cc1 (centres undefined)	12
COc1cc(C(CCN2CCCC2)c2c(OC)cc(OC)c3c(-c4ccccc4)cc(=O)oc23)cc(OC)c1OC (centres undefined)	3
C=CCN1C=C2C(=O)C(C)(OC(=O)CCc3ccccc3)C(=O)C=C2C=C1c1ccc(C#N)cc1 (centres undefined)	6
Cc1ccc(C(=O)Nc2cccc(C(F)(F)F)c2)cc1NC(=O)c1csc(-c2ccncc2)n1	-4
Cc1ccc(SCCN2CCN(CCc3ccccc3)CCC2=O)cc1	-1
Cc1ccc(S(=O)(=O)NNC(=O)CC#N)cc1	4
COC(=O)CCCC1=CC2=C(c3ccccc3)C(=O)C(C)(OC(=O)C3CCCC3)C(=O)C2=CN1c1ccccc1 (centres undefined)	1
C=C1CCN(C(C(=O)OC)C(C)C)S(=O)(=O)c2ccc(F)cc21 (centres undefined)	-1
c1ccc(Cn2nnc(CNc3ccccc3)c2-c2c(CNc3ccccc3)nnn2Cc2ccccc2)cc1	0
COc1ccccc1C(=O)NCCc1nc2ccccc2n1C	0
CCCCCc1cc(=O)oc2c(C(CCN(CC)CC)c3cc(OC)c(OC)c(OC)c3)c(OC)cc(OC)c12 (centres undefined)	1
COc1cc2c(cc1O)[C@@H]1Cc3cc(O)c(OC)cc3[C@H](C2)N1C	3
CCCNC(=O)c1ccc2c(=O)c(O)c(-c3cccc(Br)c3)[nH]c2c1	-204
CCOC(=O)N1CCN(C(=O)COc2ccc(S(=O)(=O)NC(C)C)cc2)CC1	0
COc1cc(C)c(C(=O)Oc2cc(C)c(C(=O)O)c(O)c2)c(O)c1	0
COc1ccc(CNC(=O)C2CC(c3ccccc3C(F)(F)F)=NO2)cc1 (centres undefined)	0
Cn1c(=O)c2c3c(sc2n2c(SCC(=O)c4ccccc4)nnc12)COC(C)(C)C3	0
COc1cc(C(CCN2CCCC2)c2c(OC)cc(OC)c3ccc(=O)oc23)cc(OC)c1OC (centres undefined)	1
CNC(=O)c1[nH]cnc1C(=O)N[C@@H](C)C(=O)OCc1ccccc1	5
CC(C)NC(=O)c1onc(CSc2ccc(Cl)cc2)c1C(=O)NC(C)C	-1
CCCCC1=CC2=CC(=O)C(C)(OC(=O)CC)C(=O)C2=CN1CCOC (centres undefined)	6
S=P(c1ccc(N2CCOCC2)cc1N1CCOCC1)(N1CCOCC1)N1CCOCC1	14
COC/C=C/C1=CC2=CC(=O)C(C)(OC(=O)c3ccco3)C(=O)C2=CO1 (centres undefined)	6
COc1ccc(OC)c(CC(NC(C)=O)C(=O)NC2CCN(c3nc(C)cc(C)c3C#N)CC2)c1 (centres undefined)	2
Additional structures.
SMILES	Runt-CBFb FRET
CN1C[C@@H]2C(c3ccc(C(F)(F)F)cc3)C3(c4ccc(C#N)cc4)CC2(C3)[C@H]1c1ccccc1 (some centres undefined)	1
CC1CCN(C(=O)c2[nH]cnc2C(=O)N[C@@H](CCCCNC(=O)OC(C)(C)C)C(=O)OC(C)(C)C)CC1	-2
CCC(=O)N1CCC2(CC1)Oc1ccc(F)cc1C(=O)C21CC(c2ccc(Cl)cc2)=NO1 (centres undefined)	-6
Cc1ccc(C(=O)N2CCC3(CC2)Oc2ccc(F)cc2C(=O)C32CC(c3cccnc3)=NO2)s1 (centres undefined)	1
CCN1CCN(Cc2ccc(NC(=O)c3ccc(C)c(NC(=O)c4ccc5n[nH]nc5c4)c3)cc2C(F)(F)F)CC1	1
COc1ccc(-c2nnc(NC(=O)c3ccccc3C)o2)cc1	4
COc1ccc(OC)c(C(=O)NC(CC(N)=O)c2ccc(N3CCC(N4CCCC4)CC3)c([N+](=O)[O-])c2)c1 (centres undefined)	4
COC(=O)CCCC1=CC2=C(c3ccccc3)C(=O)C(C)(OC(=O)C3CCCC3)C(=O)C2=CN1CC(C)C (centres undefined)	-1
O=C(Cc1ccccc1)N[C@@H](Cc1ccc(O)cc1)C(=O)O	1
C/C=C/C=C/C(=O)Nc1cccc(C2=NOC3(C2)C[C@H](C(N)=O)N(C(=O)CC(c2ccccc2)c2ccccc2)C3)c1 (some centres undefined)	0
COc1ccc(C(CCN2CCOCC2)c2c(O)cc(OC)cc2OC)cc1 (centres undefined)	2
C[C@@H]1CC=C[C@H]2[C@H]1C(=O)N(Cc1ccccc1)[C@H]2c1cccc([N+](=O)[O-])c1	1
COC(=O)CCC(=O)OC1(C)C(=O)C=C2C=C(C3CC3)N(c3ccccc3)C=C2C1=O (centres undefined)	6
CCOc1ccc(-c2nn3c(-c4ccc(OC)cc4)nnc3s2)cc1	-4
CC(C)C[C@H](NC(=O)c1nc[nH]c1C(=O)N[C@@H](CC(C)C)C(=O)OC(C)(C)C)C(=O)OC(C)(C)C	-7
C/C=C(\C)C(=O)N1CC2(CC(c3cccc(NC(=O)CC(c4ccccc4)c4ccccc4)c3)=NO2)C[C@H]1C(N)=O (some centres undefined)	3
Cc1cc(C)nc(-n2nc(C)cc2NC(=O)c2cccc(S(=O)(=O)N(C)C)c2)n1	0
C/C=C(/C)C(=O)Nc1cccc(C2=NOC3(C2)C[C@@H](C(N)=O)N(C(=O)CC)C3)c1 (some centres undefined)	2
O=C(OCc1cc(=O)n2c(n1)sc1ccccc12)c1ccc2c(=O)n3c(nc2c1)CCC3	-2
CC1(C)Cc2c(sc3c2c(=O)n(Cc2ccccc2)c2nncn32)CO1	0
COC(=O)c1[nH]c2cc(OC)c(OC)cc2c1NC(=O)CN1CCN(Cc2ccccc2)CC1	-3
COC(=O)c1ccc(C23CC4(C2)[C@H](CN(Cc2cccnc2)[C@@H]4c2ccccc2)C3c2ccc(Cl)nc2)cc1 (some centres undefined)	-2
O=S1(=O)[C@H]2C[C@@H]3CC[C@]2(CN1Cc1cccc(F)c1)O3	1
CC(C)(C)OC(=O)CNC(=O)c1[nH]cnc1C(=O)N[C@@H](CCCCNC(=O)OC(C)(C)C)C(=O)OC(C)(C)C	-7
Cc1ccc(N2CCCn3c2nc2c3c(=O)n(CC(=O)OCc3ccccc3)c(=O)n2C)cc1C	-4
Cc1cc(C)n2nc(CCc3nc4nc(C)cc(C)n4n3)nc2n1	0
CCCC[C@@H]1CNC(=O)C(=O)N1CCCc1cc(OC)c(OC)c(OC)c1	3
Cc1ccc2c(c1)C(=O)CC1(CCCC1)O2	2
CCC1=C(OC(=O)N(CC)CC)N2C(=O)OC(=NCC3CC3)[C@]2(Cc2ccccc2)[C@H]2C1=CC[C@H]1C(=O)NC(=O)[C@H]12	1
COc1ccc(-c2ccc([C@H]3[C@H]4C=CC[C@@H](C)[C@@H]4C(=O)N3Cc3ccccc3)c(F)c2)cc1OC	-2
CC(=O)Nc1ccc(SC[C@H](CC(C)C)N2CCN(CC(C)C)CCC2=O)cc1	2
COC(=O)c1ccc(C23CC4(C2)[C@H](CN(Cc2cccnc2)[C@@H]4c2ccccc2)C3c2ccc(C(F)(F)F)cc2)cc1 (some centres undefined)	-2
COc1ccc(-c2cc([C@H]3[C@H]4C=CC[C@@H](C)[C@@H]4C(=O)N3Cc3ccccc3)ccc2F)cc1	2
C[C@@H]1C[C@@H]2OC(=O)[C@]3(C)[C@H]2[C@@H](OC3(C)O)[C@]2(C)C(=O)C=C[C@H]12 (some centres undefined)	5
COc1ccc(NC(=O)Cn2c(C)cc(=O)c3cccc(OC)c32)cc1	1
COc1c(-c2ccc(O)c(O)c2)oc2cc(O)cc(O)c2c1=O	2
O=c1cc(-c2ccccc2Cl)oc2c(NS(=O)(=O)c3cccc4nsnc34)ccc(O)c12	2
O=C(/C=C/c1cccs1)N1CCC2(CC1)Oc1ccc(Cl)cc1C(=O)C21CC(c2ccccc2)=NO1 (centres undefined)	0
CCOC(=O)CN1C(=O)N[C@@H](c2ccc(Br)cc2)C(C(=O)OC)=C1C	1
CCCCCCC(=O)N1C/C=C\C(c2ccc(OC)cc2)N(Cc2ccc(F)cc2)C(=O)[C@H]1Cc1ccccc1 (some centres undefined)	-2

As entered above:
Under Runt-CBFb FRET, COc1ccc(C(CCN2CCOCC2)c2c(O)cc(OC)cc2OC)cc1 (centres undefined) shows 2
Under Runt-CBFb FRET, Cc1ccc(C(=O)N2CCC3(CC2)Oc2ccc(F)cc2C(=O)C32CC(c3cccnc3)=NO2)s1 (centres undefined) shows 1

(more compounds)
SMILES	Runt-CBFb FRET
COC(=O)c1[nH]c(C)c(/C(O)=C2\C(=O)C(=O)N(CCN(C)C)C2c2ccc(OC)cc2)c1C (centres undefined)	-1
CCC(O)CNc1nc(-n2nc(C)cc2C)nc2sc3c(c12)CCCC3 (centres undefined)	1
CCOc1cc(NC(=O)c2ccco2)c(OCC)cc1NC(=O)CCc1ccc(OC)cc1	-2
COC(=O)[C@@H]1C[C@H]2CC[C@H](O)C[C@H]2N1Cc1ccc(Cl)cc1	3
CCN(CC)C(=O)CC(c1ccc(N(C)C)cc1)c1c(OC)cc(OC)c2c(-c3ccccc3)cc(=O)oc12 (centres undefined)	2
CC(=O)Nc1ccc(SC[C@H](c2ccccc2)N2CCN(CCc3ccccc3)CCC2=O)cc1	1
COc1ccccc1CNC(=O)C1CC(c2ccccc2F)=NO1 (centres undefined)	2
O=C(Nc1ccc(O)c2c(=O)cc(-c3cccc(Cl)c3)oc12)c1ccccc1Cl	-2
FC(F)(F)c1ccc(CN2C[C@@H]3C(c4ccc(C(F)(F)F)cc4)C4(c5cccnc5)CC3(C4)[C@H]2c2ccccc2)cc1 (some centres undefined)	-1

Gathered by group, the entries above with an NH in an aromatic ring.
SMILES	Runt-CBFb FRET
CC(C)Cn1c(=O)n(C)c(=O)c2[nH]cnc21	2
CC(C)C[C@H](NC(=O)c1nc[nH]c1C(=O)N1CCC(C)CC1)C(=O)OCc1ccccc1	-3
Cc1ccc(N(C(C)C(=O)O)S(=O)(=O)c2c(C)[nH]c(=O)[nH]c2=O)cc1 (centres undefined)	3
CCO[C@H]1OC(C(=O)NC2CC2)=C[C@@H](c2c[nH]c3ccccc23)[C@@H]1CCCO	0
CCCNC(=O)c1ccc2c(=O)c(O)c(-c3cccc(Br)c3)[nH]c2c1	-204
CNC(=O)c1[nH]cnc1C(=O)N[C@@H](C)C(=O)OCc1ccccc1	5
CC1CCN(C(=O)c2[nH]cnc2C(=O)N[C@@H](CCCCNC(=O)OC(C)(C)C)C(=O)OC(C)(C)C)CC1	-2
CCN1CCN(Cc2ccc(NC(=O)c3ccc(C)c(NC(=O)c4ccc5n[nH]nc5c4)c3)cc2C(F)(F)F)CC1	1
CC(C)C[C@H](NC(=O)c1nc[nH]c1C(=O)N[C@@H](CC(C)C)C(=O)OC(C)(C)C)C(=O)OC(C)(C)C	-7
COC(=O)c1[nH]c2cc(OC)c(OC)cc2c1NC(=O)CN1CCN(Cc2ccccc2)CC1	-3
CC(C)(C)OC(=O)CNC(=O)c1[nH]cnc1C(=O)N[C@@H](CCCCNC(=O)OC(C)(C)C)C(=O)OC(C)(C)C	-7
COC(=O)c1[nH]c(C)c(/C(O)=C2\C(=O)C(=O)N(CCN(C)C)C2c2ccc(OC)cc2)c1C (centres undefined)	-1
